Screens: PubChem, National Center for Advancing Translational Sciences (NCATS)
uPA surface inh: cell surface uPA generation inhibition; actives 0.31% (n = 330,000); Potency, µM (highest dose often 38.3 µM), without a hit: top-dose activity change, negative = inhibition, most hits filed as inhibitors; cell surface uPA generation assay, qHTS; active = well fitted inhibition curve with a large enough effect; inconclusive = small, poorly fitted or top-dose-only effect; inactive = no such curve, though single readings can be large or run the other way; tested in mouse RAW 264.7 cells; note: % is set by controls: 0 for no effect and ±100 for the full control effect; nearly all actives have a fitted effect of over 55% in size
BRCA1 expr up: increases BRCA1 expression; actives 1.1% (n = 380,000); MCF7-BRCA1-FFLuc reporter, luminescence, 48 h; response scale: scaled: vehicle 0%, 10 µM genistein 100%; Potency, µM (doses to about 46.1 µM), for the others: at the highest dose activation, hits mostly activators; active = well fitted activation curve with a large enough effect; inconclusive = small, poorly fitted or top-dose-only effect; inactive = no such curve, though single readings can be large or run the other way; note: nearly all actives have a fitted effect of over 80% in size; some results filed as inactive show a strong effect at the top dose
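MCF7 cells carrying a BRCA1-firefly luciferase reporter (2000 cells/well, phenol-red free MEM) were attached for 2 h at 37 °C, then given compounds for 48 h. Luminescence was read 15 min after luciferase reagent; activity normalized to genistein (10 microM) and DMSO.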
* hit, by the source's call; [ ] = remark or other dose. Potency is the fitted concentration of half-maximal effect. Not all compounds are listed. The share of hits here may be higher or lower than overall.

A first look, six compounds:
`Cc1n[nH]c(=S)n1/N=C/c1ccc(-c2ccc(Cl)cc2)o1` gave uPA surface inh 0% and BRCA1 expr up -23%.
`O=C(CNC(=O)c1ccc(Cl)cc1)c1ccccc1` gave uPA surface inh -3% and BRCA1 expr up inconclusive.
Cc1ccc(-c2csc(NCCc3nc4cc(Cl)c(Cl)cc4n3CCCO)n2)cc1 was read as uPA surface inh 4% and BRCA1 expr up 8%.
Screening CCOc1ccc(C=NNC(=O)c2cccc3ccccc23)cc1OCC returned uPA surface inh -3% and BRCA1 expr up -40%.
For Cc1ccc(C2=NOC(c3nnc(-c4ccccc4)o3)C2)cc1 (stereo not drawn) the results were uPA surface inh 11% and BRCA1 expr up -4%.
For COc1ccc2nc3ccccc3[n+]([O-])c2c1 the results were uPA surface inh -4% and BRCA1 expr up inconclusive.

The whole of this part, from the start:
`Cc1n[nH]c(=S)n1/N=C/c1ccc(-c2ccc(Cl)cc2)o1` gave uPA surface inh 0% and BRCA1 expr up -23%.
`O=C(CNC(=O)c1ccc(Cl)cc1)c1ccccc1` gave uPA surface inh -3% and BRCA1 expr up inconclusive.
Cc1ccc(-c2csc(NCCc3nc4cc(Cl)c(Cl)cc4n3CCCO)n2)cc1 was read as uPA surface inh 4% and BRCA1 expr up 8%.
Screening CCOc1ccc(C=NNC(=O)c2cccc3ccccc23)cc1OCC returned uPA surface inh -3% and BRCA1 expr up -40%.
For Cc1ccc(C2=NOC(c3nnc(-c4ccccc4)o3)C2)cc1 (stereo not drawn) the results were uPA surface inh 11% and BRCA1 expr up -4%.
For COc1ccc2nc3ccccc3[n+]([O-])c2c1 the results were uPA surface inh -4% and BRCA1 expr up inconclusive.
For O=C(c1ccc(Cl)cc1)C1CCN(C(=O)c2ccccc2F)CC1 the results were uPA surface inh 6% and BRCA1 expr up 0%.
`Cn1c2c(sc1=O)CCC2` gave uPA surface inh -14% and BRCA1 expr up -33%.
For CC(C)C[C@H]1CNC(=S)N1CC1CCN(CCC23CC4CC(CC(C4)C2)C3)CC1 the results were uPA surface inh -14% and BRCA1 expr up -26%.
Screening COCc1nnc(NS(=O)(=O)c2ccc(OC)cc2)s1 returned uPA surface inh 0% and BRCA1 expr up 16%.
Screening O=C(c1ccc(Br)cc1)c1coc2ccc(O)cc12 returned uPA surface inh 3% and BRCA1 expr up 11µM*.
`CC(=O)c1ccc(OCCCC(=O)OCC(=O)N2CCN(S(=O)(=O)c3ccc(C)cc3C)CC2)cc1` gave uPA surface inh 0% and BRCA1 expr up -18%.
Screening CSCCC(NS(=O)(=O)c1cccc(C(F)(F)F)c1)C(=O)N1CCN(C(=O)c2ccco2)CC1 (stereo not drawn) returned uPA surface inh -28% and BRCA1 expr up -25%.
Cc1cccnc1Oc1ncccc1N was read as uPA surface inh 6% and BRCA1 expr up 24%.
`C#CCOCCOCCOCCNc1nc(N2CCOCC2)nc(N2CCN(C(=O)[C@H](C)n3cc(CCC(=O)O)nn3)CC2)n1` gave uPA surface inh 6% and BRCA1 expr up 8%.
O=S(=O)(c1ccccc1)N1CCN(S(=O)(=O)c2ccccc2)c2ccccc21 was read as uPA surface inh 1% and BRCA1 expr up -22%.
`O=C1NC(=O)C(=Cc2ccco2)S1` gave uPA surface inh 5% and BRCA1 expr up 16%.
`Cn1c(=O)c2c(nc(OC3CCCC3)n2C)n(C)c1=O` gave uPA surface inh -2% and BRCA1 expr up 5%.
Screening Cc1cccc(NC(=O)CN2CCN(C(=O)CN3C(=O)NC4(CCCCC4C)C3=O)CC2)c1C (stereo not drawn) returned uPA surface inh -2% and BRCA1 expr up 2%.
C=C1CCN([C@@H](CC(C)C)C(=O)NCCC(C)C)S(=O)(=O)c2ccccc21 was read as uPA surface inh -15% and BRCA1 expr up 0%.
Screening CN(C(=O)c1cccc(NC(=O)Cc2cccc(NC(=O)C3CCN(S(=O)(=O)c4cccc([N+](=O)[O-])c4)CC3)c2)c1)C1CC1 returned uPA surface inh 15% and BRCA1 expr up 2%.
`CCCn1c(SCC(=O)N(CC)c2c(N)n(Cc3ccccc3)c(=O)[nH]c2=O)nnc1-c1ccncc1` gave uPA surface inh 1% and BRCA1 expr up -16%.
Screening COC(=O)c1nn(-c2ccccc2)c(Cl)c1/C=N/OCc1c(Cl)cccc1Cl returned uPA surface inh 14% and BRCA1 expr up -21%.
`CN(N=Cc1cccc2cccnc12)c1ccc([N+](=O)[O-])cc1[N+](=O)[O-]` gave uPA surface inh 2% and BRCA1 expr up 2%.
`[O-]C(=C(C(=S)Nc1cccc2ccccc12)[n+]1ccccc1)c1ccc2c(c1)OCCO2` gave uPA surface inh 0% and BRCA1 expr up -36%.
For COc1ccc(NC(=O)c2ccc3c(c2)S(=O)(=O)N=C2CCCCCN23)cc1S(N)(=O)=O the results were uPA surface inh 9% and BRCA1 expr up 0%.
Cc1ccccc1-n1c(SC(C)C(=O)NCC2CCCO2)nnc1-c1ccncc1 (stereo not drawn) was read as uPA surface inh 4% and BRCA1 expr up -9%.
CN(C(=O)c1ccc(NC(=O)Cc2cccc(NC(=O)C3CCCN(S(=O)(=O)c4cccc([N+](=O)[O-])c4)C3)c2)cc1)C1CC1 (stereo not drawn) was read as uPA surface inh inconclusive and BRCA1 expr up inconclusive.
`COc1ccc(Cc2nnc(NC(=O)CS(=O)(=O)Cc3ccccc3)s2)cc1` gave uPA surface inh 2% and BRCA1 expr up -3%.
For CC1(C)COC(=S)N1CCC#N the results were uPA surface inh -4% and BRCA1 expr up -9%.
COc1ccc(Cc2ccccc2C(=O)O)cc1 was read as uPA surface inh -1% and BRCA1 expr up 7%.
`Nc1nc(N)c2[nH]c(=S)[nH]c2n1` gave uPA surface inh -5% and BRCA1 expr up -5%.
Screening CCOC(=O)CN1C(=O)S/C(=C\c2ccc(-c3cccc(C(=O)O)c3C)o2)C1=O returned uPA surface inh 2% and BRCA1 expr up 36%.
Screening O=C1C(O)CCN1C1CCCCC1 (stereo not drawn) returned uPA surface inh -4% and BRCA1 expr up 9%.
For CC(=O)O[C@H]1CC[C@@]2(C)C(=CC[C@H]3[C@@H]4CC[C@H](C(C)=O)[C@@]4(C)CC[C@@H]32)C1 the results were uPA surface inh 3% and BRCA1 expr up 14%.
COc1cc(C(=O)N2CCN(S(=O)(=O)c3cc(C)ccc3C)CC2)ccc1OCC(=O)N1CCOCC1 was read as uPA surface inh 12% and BRCA1 expr up 1%.
O=c1[nH]c(=O)c2[nH]c(=S)n(-c3ccccc3)c2[nH]1 was read as uPA surface inh -1% and BRCA1 expr up -35%.
For c1ccc(CSc2ncnc3c2ncn3C2CCCCO2)cc1 (stereo not drawn) the results were uPA surface inh 1% and BRCA1 expr up inconclusive.
For O=C(Nc1cccc(S(=O)(=O)N2CCCCC2)c1)[C@@H]1CCCN1S(=O)(=O)c1ccccc1C(F)(F)F the results were uPA surface inh inconclusive and BRCA1 expr up 6%.
`Cc1ccc(NC(=O)c2ccc(Cl)c(S(=O)(=O)N3CCc4ccccc43)c2)nc1` gave uPA surface inh -3% and BRCA1 expr up -23%.
For Nc1[nH]c(=O)nc2snnc12 the results were uPA surface inh -7% and BRCA1 expr up -17%.
Screening CN(C(=O)c1cccc(NC(=O)Cc2cccc(NC(=O)C3CCN(C(=O)CCc4ccccc4)CC3)c2)c1)C1CC1 returned uPA surface inh -18% and BRCA1 expr up -2%.
C#CCOCCOCCOCCNc1nc(N2CCN(C(=O)Cn3cc(CCCCN)nn3)CC2)nc(N2CCN(C(=O)[C@H](Cc3ccc(O)cc3)n3cc(CCO)nn3)CC2)n1 was read as uPA surface inh 6% and BRCA1 expr up 3%.
`O=C(Nc1ccc(NC(=S)NC(=O)c2ccccc2Cl)cc1)c1cccc(Cl)c1` gave uPA surface inh -5% and BRCA1 expr up 13%.
Screening COc1ccccc1NC(=O)c1sc2nc(C)cc(C)c2c1N returned uPA surface inh -3% and BRCA1 expr up -12%.
O=C1NC(=O)C(c2ccccc2)(C2CCCC2)N1 (stereo not drawn) was read as uPA surface inh 7% and BRCA1 expr up -14%.
O=c1ccn([C@@H]2O[C@H](CNS(=O)(=O)C3CC3)[C@@H](O)[C@H]2O)c(=O)[nH]1 was read as uPA surface inh -3% and BRCA1 expr up 5%.
For O=C(O)C12C3CCC(O3)C1(C(=O)O)C1CCC2O1 (stereo not drawn) the results were uPA surface inh -2% and BRCA1 expr up -19%.
`NC(=S)NN=C1CCCC(C(F)(F)F)C1` (stereo not drawn) gave uPA surface inh -3% and BRCA1 expr up -19%.
For COc1ccccc1C(=O)Nc1ccccc1C(=O)Nc1ccccc1 the results were uPA surface inh 1% and BRCA1 expr up -26%.
`OCCCn1c(CCNc2nc(-c3ccc(F)cc3)cs2)nc2cc(C(F)(F)F)ccc21` gave uPA surface inh -6% and BRCA1 expr up -41%.
For C[C@H]1CN(S(=O)C(C)(C)C)[C@H](CCO)/C1=C\CCO (stereo partly drawn) the results were uPA surface inh 5% and BRCA1 expr up 7%.
`O=C(NC(=S)Nc1cccc(NC(=S)NC(=O)c2ccccc2)c1)c1ccccc1` gave uPA surface inh 3% and BRCA1 expr up 2%.
`O=C(NCCO)/C(=C/c1ccco1)NC(=O)c1ccco1` gave uPA surface inh -1% and BRCA1 expr up -5%.
O=C(Cc1ccc(NC(=O)C2CCCN(C(=O)C3CC3)C2)cc1)Nc1ccc(C(=O)N2CCOCC2)cc1 (stereo not drawn) was read as uPA surface inh -2% and BRCA1 expr up 3%.
COc1ccc(-c2oc3ccc(-c4ccc5c(c4)OCO5)cc3c2C#CC2(O)CCCCC2)cc1 was read as uPA surface inh 6% and BRCA1 expr up -23%.
Screening COc1ccc(CCNC(=O)c2cc3cc(F)ccc3nc2C)cc1OC returned uPA surface inh -3% and BRCA1 expr up -33%.
CC(=O)Oc1ccc([C@@H]2COc3c(ccc4c3C=CC(C)(C)O4)C2)c(OC(C)=O)c1 was read as uPA surface inh 0% and BRCA1 expr up 24%.
O=C(O)c1cc(=O)[nH]c2ccccc12 was read as uPA surface inh 0% and BRCA1 expr up 1%.
COc1ccc(C(CNC(=O)c2ccc(C)c(S(=O)(=O)N3CCCCC3)c2)N2CCCC2)cc1 (stereo not drawn) was read as uPA surface inh 1% and BRCA1 expr up 3%.
`COc1ccc(-c2csc(NC(C)c3nc4cc(Cl)c(N5CCCCC5)cc4n3CCOCCO)n2)cc1` (stereo not drawn) gave uPA surface inh -30% and BRCA1 expr up 0%.
Screening COc1ccc(NC(=O)CSC2=C(C#N)C(c3ccco3)C(C(=O)Nc3nc4ccccc4s3)=C(C)N2)cc1 (stereo not drawn) returned uPA surface inh 4% and BRCA1 expr up -57%.
CCOC(=O)c1c(-c2ccccc2)csc1NC(=O)/C(C#N)=C\c1ccc(O)c(OC)c1 was read as uPA surface inh 7% and BRCA1 expr up -68%.
For O=C(COC(=O)c1ccc(O)cc1O)NC(=O)Cc1ccccc1 the results were uPA surface inh 7% and BRCA1 expr up -3%.
`CCN(C(=O)COC(=O)/C=C/c1ccc(Cl)c(Cl)c1)c1c(N)n(Cc2ccccc2)c(=O)[nH]c1=O` gave uPA surface inh -9% and BRCA1 expr up -60%.
Screening CCOC(=O)C1(C(=O)OCC)NC(=O)CC1C (stereo not drawn) returned uPA surface inh 2% and BRCA1 expr up -27%.
Screening O=C(O)c1cccc2c1C(=O)c1cc([N+](=O)[O-])ccc1-2 returned uPA surface inh 8% and BRCA1 expr up -1%.
CCn1c(N)cc(=O)[nH]c1=S was read as uPA surface inh 3% and BRCA1 expr up -15%.
Screening CCOCCn1c(CN2CCN(c3ccccc3)CC2)nc2c1c(=O)n(C)c(=O)n2C returned uPA surface inh 4% and BRCA1 expr up -33%.
`O=C(N1CCc2cc(S(=O)(=O)NC[C@H]3O[C@@H](n4ccc(=O)[nH]c4=O)[C@H](O)[C@@H]3O)ccc2C1)C(F)(F)F` gave uPA surface inh 1% and BRCA1 expr up 15%.
O=C1[C@H](Cc2ccccc2)NCC=CC[C@@H](c2ccc(Cl)cc2)N1Cc1ccc(Cl)cc1 was read as uPA surface inh inconclusive and BRCA1 expr up -53%.
Cc1nc2c(=O)[nH]c(=S)[nH]c2[nH]c1=O was read as uPA surface inh 3% and BRCA1 expr up -12%.
For CCCNC(=O)C1(CC2CC(c3ccccc3)=NO2)CCN(C(=O)CCCCCBr)CC1 (stereo not drawn) the results were uPA surface inh 10% and BRCA1 expr up 19%.
For CN(C(=O)OC(C)(C)C)c1ccc(-c2nc3ccccc3s2)cc1 the results were uPA surface inh 2µM* and BRCA1 expr up -66%[inhibitor].
Screening COc1cccc2c1C(CCCC(=O)O)CCC2 (stereo not drawn) returned uPA surface inh 2% and BRCA1 expr up -27%.
Screening Cc1ccc(S(=O)(=O)N(OCc2ccccc2)C(C)C(=O)O)cc1 (stereo not drawn) returned uPA surface inh 3% and BRCA1 expr up -7%.
`CCCc1ncc(CN2CCCCC2C(=O)Nc2ccc(Oc3ccccc3)nc2)cn1` (stereo not drawn) gave uPA surface inh 6% and BRCA1 expr up -24%.
Screening C=CC(=O)N1C/C(=C/c2ccc(F)cc2)C(=O)/C(=C\c2ccc(F)cc2)C1 returned uPA surface inh -3% and BRCA1 expr up -94%.
